STAT3 inh = inhibitors of IL-6 induced STAT3 signaling; 190,000 tested, 0.89% active; inhibition, % at 5.5 µM; U3A cells, IL-6 STAT3-luciferase reporter, luminescence; host cell line lacks STAT1;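 active = inhibition above the mean inhibition across all screened compounds plus 3 SD, cut at about 44% in these data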;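 note: 0% = DMSO only wells and 100% = 100 µM nifuroxazide control wells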
NF-kB expr up = raises NF-kB expression in human neuronal cells. AID 1239. NF-kB reporter expression; hits give high values. fold change at 12.5 µM. 190,000 tested, 1.6% active; in the data active = fold change above about 3.3
RAM inhibit = yeast RAM network inhibition | S. cerevisiae dse1pr::URA3 reporter, 5-FOA growth OD615, 2 d; analog-sensitive cbk1-as2 kinase mutant strain | inhibition, % at 50 µM | 190,000 tested, 1.8% active | AID 868;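 active = inhibition above a set limit, 3 SD over mean compound inhibition, cut at about 8.4% in these data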;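 note: 0% = DMSO-only wells with no growth and 100% = 10 µM 1-NA-PP1 full growth; inhibition rescues growth on 5-FOA so higher OD means more RAM inhibition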
STAT3 activator = activators of IL-6 induced STAT3 signaling; U3A cells, IL-6 STAT3-luciferase reporter, luminescence; 100% = signal with IL-6 EC80 alone; activation (% of control), % at 5.6 µM; 190,000 tested, 0.91% active; AID 871;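 active = activation above the screen-wide mean of compound activation plus 3 SD, cut at about 130% in these data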;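 note: 0% = background luminescence of wells with medium and substrate only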
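Material: STAT3-luciferase reporter U3A cells; Probe or stimulus: IL-6 (33 ng/mL); Incubation: compound pre-incubation 1 h before IL-6, then 6 h stimulation at 37 °C; Technique: luminescence from STAT3-driven luciferase reporter; Evaluation: % activation versus median of IL-6-stimulated wells; Controls: IL-6-only high control.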
FLuc inhib CS = counter-screen for luciferase assay inhibitors: firefly luciferase inhibition | P08659 | ATPLite firefly luciferase biochemical luminescence, 10 min | inhibition, % at 10 µM | 200,000 tested, 1.5% active;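 active = inhibition above about 50% when tested at 10 µM, limit read from the data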
Target sequence (P08659 whole entry, looked up): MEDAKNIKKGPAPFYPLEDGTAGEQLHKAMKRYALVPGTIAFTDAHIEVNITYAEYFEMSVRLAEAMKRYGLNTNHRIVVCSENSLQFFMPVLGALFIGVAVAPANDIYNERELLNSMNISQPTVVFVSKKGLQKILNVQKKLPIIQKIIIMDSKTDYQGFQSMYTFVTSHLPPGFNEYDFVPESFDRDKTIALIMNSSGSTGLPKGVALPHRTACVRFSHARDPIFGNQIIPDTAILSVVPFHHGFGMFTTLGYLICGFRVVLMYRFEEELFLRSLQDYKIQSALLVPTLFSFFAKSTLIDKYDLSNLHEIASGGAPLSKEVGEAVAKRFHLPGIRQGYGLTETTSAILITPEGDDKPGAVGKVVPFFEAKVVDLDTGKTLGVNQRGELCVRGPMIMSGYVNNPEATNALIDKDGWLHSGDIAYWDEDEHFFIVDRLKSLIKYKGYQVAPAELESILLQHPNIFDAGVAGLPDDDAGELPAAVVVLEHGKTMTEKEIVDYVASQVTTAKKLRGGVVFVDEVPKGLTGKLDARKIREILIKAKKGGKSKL
Hsp70 act = transcriptional activators of Hsp70; 200,000 tested, 0.04% active; HeLa Hsp70 promoter luciferase reporter, luminescence; scaled: vehicle 0, proteasome-inhibitor control 100%; activation, % at 10 µM;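 active = activation above the mean across all tested compounds plus 3 SD, cutoff set per campaign, cut at about 5.5% in these data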;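 note: 100% = MG132 at 30 µM as the positive control and 0% = DMSO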
STAT1 act = increases IFN-gamma driven STAT1 reporter signal | activation (% of control), % at 5.5 µM | 200,000 tested, 2.6% active | NIH 3T3 STAT1-luciferase reporter, luminescence; 100% = IFN-gamma alone, no compound;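 active = activation above the screen-wide mean activation plus 3 SD, cut at about 130% in these data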;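 note: raw ratio to IFN-gamma control signal so 100% means no change and 0% no light; values of inactives mirror those of a sister screen read the other way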
APP 5'UTR act = activates APP 5'UTR luciferase reporter | SH-SY5Y APP 5'UTR luciferase reporter, luminescence; zero percent = DMSO vehicle wells | activation, % at 2 µM | 190,000 tested, 1% active;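 active = activation above a set limit, based on mean plus 3 SD of controls, cut at about 140% in these data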; note: values of inactives mirror those of a sister screen read the other way
APP transl inh = APP translation inhibition. SH-SY5Y APP 5'UTR-luciferase reporter, luminescence. inhibition, % at 2 µM. 190,000 tested, 0.82% active;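 active = inhibition above a set limit, derived from the sample mean plus 3 SD, cut at about 45% in these data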; note: values of inactives mirror those of a sister screen read the other way
STAT1 blocker = STAT1 signaling inhibition; 200,000 tested, 0.35% active; NIH 3T3 STAT1-luciferase reporter, IFN-gamma, luminescence; inhibition, % at 5.5 µM;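 active = inhibition above a set limit, the mean inhibition across all tested compounds plus 3 SD, cut at about 34% in these data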;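 note: 0% = IFN-gamma with DMSO and 100% = IFN-gamma with 300 µM nifuroxazide; values of inactives mirror those of a sister screen read the other way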
Active calls of the source: *.

COc1ccc(N2C(=S)N=C(Nc3ccccc3)C23CCCCC3)cc1 was read as STAT3 inh 6, NF-kB expr up 1, RAM inhibit 1.5, STAT3 activator 98, FLuc inhib CS 0, Hsp70 act -0.3, STAT1 act 101, APP 5'UTR act 1, APP transl inh -1 and STAT1 blocker -3.
`CCOC(=O)c1oc2ccccc2c1NC(=O)c1ccc2c(c1)OCO2` gave STAT3 inh 17, NF-kB expr up 0.96, RAM inhibit 3.5, STAT3 activator 89, FLuc inhib CS -3, Hsp70 act -0.2, STAT1 act 102, APP 5'UTR act -11, APP transl inh 11 and STAT1 blocker -2.
Screening CC(C)N(C(=O)CSc1nnnn1-c1ccc2c(c1)OCO2)C(C)C returned STAT3 inh -2, NF-kB expr up 1.1, RAM inhibit 0.1, STAT3 activator 104, FLuc inhib CS -2, Hsp70 act 0.0, STAT1 act 107, APP 5'UTR act 24, APP transl inh -24 and STAT1 blocker -8.
`C=CCn1c(CNC(=O)c2ccco2)nnc1SCC(=O)Nc1cccc(Br)c1` gave STAT3 inh 8, NF-kB expr up 0.98, RAM inhibit 1.4, STAT3 activator 91, FLuc inhib CS -8, Hsp70 act 0.4, STAT1 act 91, APP 5'UTR act 8, APP transl inh -8 and STAT1 blocker 10.
For CC(=O)Nc1ccc(S(=O)(=O)Nc2cccc(-c3csc(C)n3)c2)cc1 the results were STAT3 inh 18, RAM inhibit -0.1, STAT3 activator 89, FLuc inhib CS -10, Hsp70 act 0.1, STAT1 act 87, APP 5'UTR act 1, APP transl inh -2 and STAT1 blocker 14.
For CN(CCc1nc2ccc(Cl)cc2[nH]1)Cc1nc(CC2CC2)no1 the results were STAT3 inh 0, NF-kB expr up 1, RAM inhibit -1.0, STAT3 activator 104, FLuc inhib CS 0, Hsp70 act 0.1, STAT1 act 87, APP 5'UTR act 0, APP transl inh 0 and STAT1 blocker 13.
Screening O=C(COc1ccccc1/C=C1/NC(=O)NC1=O)Nc1ccccc1 returned STAT3 inh -2, NF-kB expr up 0.96, RAM inhibit 1.3, STAT3 activator 104, FLuc inhib CS -2, Hsp70 act -0.1, STAT1 act 108, APP 5'UTR act 0, APP transl inh 0 and STAT1 blocker -9.
Screening Cc1cccc(NC(=O)C2CCCN2C(=O)Oc2ccccc2)c1C (stereo not drawn) returned STAT3 inh -1, NF-kB expr up 1, RAM inhibit 12*, STAT3 activator 102, FLuc inhib CS -5, Hsp70 act -0.3, STAT1 act 100, APP 5'UTR act 14, APP transl inh -14 and STAT1 blocker 0.
Screening Cc1ccc(C(=O)NCCOc2cccc3cccnc23)cc1Cl returned STAT3 inh 9, NF-kB expr up 0.98, RAM inhibit 1.4, STAT3 activator 92, FLuc inhib CS -4, Hsp70 act -0.1, STAT1 act 96, APP 5'UTR act 7, APP transl inh -7 and STAT1 blocker 4.
Screening CCOC(=O)C1=C(C)Nc2nc(C)nn2C1c1cc(OC)ccc1OC (stereo not drawn) returned STAT3 inh 6, NF-kB expr up 1.2, RAM inhibit -0.3, STAT3 activator 95, FLuc inhib CS -4, Hsp70 act -0.2, STAT1 act 92, APP 5'UTR act -9, APP transl inh 9 and STAT1 blocker 8.
COc1cc(OC)cc(C(=O)N[C@H](C(=O)OCC(=O)Nc2sccc2C#N)C(C)C)c1 was read as STAT3 inh 3, NF-kB expr up 1.1, RAM inhibit 5.2, STAT3 activator 99, FLuc inhib CS -2, Hsp70 act -0.2, STAT1 act 98, APP 5'UTR act -11, APP transl inh 11 and STAT1 blocker 1.
COc1ccc(-c2sc(NC(C)=O)nc2-c2ccccc2)cc1 was read as STAT3 inh -7, NF-kB expr up 1, RAM inhibit 3.0, STAT3 activator 104, FLuc inhib CS -5, Hsp70 act 0.0, STAT1 act 97, APP 5'UTR act -3, APP transl inh 3 and STAT1 blocker 3.
`CCc1cc2c(N[C@@H](C)C(=O)O)ncnc2s1` gave STAT3 inh 9, NF-kB expr up 1.1, RAM inhibit 0.3, STAT3 activator 101, FLuc inhib CS 3, Hsp70 act -0.1, STAT1 act 99, APP 5'UTR act -1, APP transl inh 1 and STAT1 blocker 1.
`COc1ccc(COC(=O)Nc2cc3c(C(F)(F)F)nn(C)c3s2)cc1` gave STAT3 inh 18, NF-kB expr up 0.9, RAM inhibit 2.7, STAT3 activator 87, FLuc inhib CS -1, Hsp70 act -0.2, STAT1 act 95, APP 5'UTR act 13, APP transl inh -13 and STAT1 blocker 6.
O=C(CCS(=O)(=O)Cc1ccc(Cl)cc1)NCCc1ccccc1 was read as STAT3 inh 0, NF-kB expr up 1.2, RAM inhibit 2.9, STAT3 activator 105, FLuc inhib CS -6, Hsp70 act -0.4, STAT1 act 106, APP 5'UTR act -2, APP transl inh 2 and STAT1 blocker -9.
For Cc1ccc(CN=c2c([N+](=O)[O-])nn(-c3ccc(Cl)cc3)n2O)cc1 the results were STAT3 inh 15, NF-kB expr up 1.2, RAM inhibit 1.5, STAT3 activator 91, FLuc inhib CS 4, Hsp70 act 0.2, STAT1 act 140*, APP 5'UTR act 11, APP transl inh -11 and STAT1 blocker -46.
For CCOc1cc(/C=C2\C(=O)NN(c3ccccc3)C2=O)cc([N+](=O)[O-])c1O the results were STAT3 inh -2, RAM inhibit 0.1, STAT3 activator 105, FLuc inhib CS -1, Hsp70 act -0.4, STAT1 act 100, APP 5'UTR act -3, APP transl inh 3 and STAT1 blocker -2.
For Cc1ccccc1NC(=O)c1csc2c1CCCC2 the results were STAT3 inh 19, NF-kB expr up 1.7, RAM inhibit 1.4, STAT3 activator 93, FLuc inhib CS 18, Hsp70 act -0.2, STAT1 act 117, APP 5'UTR act 25, APP transl inh -26 and STAT1 blocker -19.
`COC(=O)c1cc2sc(Cl)cc2n1CC(=O)Nc1ccc(OC)c(OC)c1OC` gave STAT3 inh 10, NF-kB expr up 1, RAM inhibit 4.2, STAT3 activator 98, FLuc inhib CS -8, Hsp70 act -0.4, STAT1 act 96, APP 5'UTR act -3, APP transl inh 3 and STAT1 blocker 4.
For CC1CCN(C(=O)CCc2nc3cc(S(=O)(=O)N(C)C)ccc3n2C)CC1 the results were STAT3 inh 13, NF-kB expr up 1, RAM inhibit -0.3, STAT3 activator 94, FLuc inhib CS 0, Hsp70 act -0.3, STAT1 act 88, APP 5'UTR act 0, APP transl inh 0 and STAT1 blocker 13.
`Cc1cccc(S(=O)(=O)N/N=c2\sc3ccccc3n2C)c1` gave STAT3 inh -26, NF-kB expr up 1.5, RAM inhibit 5.7, STAT3 activator 129, FLuc inhib CS 2, Hsp70 act 0.4, STAT1 act 105, APP 5'UTR act 18, APP transl inh -18 and STAT1 blocker -8.
CCOC(=O)c1cc(C(=O)n2cc(Cl)cn2)nn1C was read as STAT3 inh 8, NF-kB expr up 1.2, RAM inhibit -0.7, STAT3 activator 93, FLuc inhib CS -4, Hsp70 act -0.1, STAT1 act 90, APP 5'UTR act -11, APP transl inh 11 and STAT1 blocker 11.
For Cc1ccsc1-c1nc(CSCC(=O)NCCN2CCCC2)c(C)o1 the results were STAT3 inh -11, NF-kB expr up 1.4, RAM inhibit 1.3, STAT3 activator 112, FLuc inhib CS -5, Hsp70 act 0.3, STAT1 act 114, APP 5'UTR act 0, APP transl inh 0 and STAT1 blocker -15.
Screening CCNCc1cc(Cl)cc(OC)c1OC(C)C returned STAT3 inh -2, NF-kB expr up 1.1, RAM inhibit -0.8, STAT3 activator 102, FLuc inhib CS -1, Hsp70 act -0.3, STAT1 act 101, APP 5'UTR act -2, APP transl inh 2 and STAT1 blocker -2.
CCCCc1[nH]nc2c1C1(C(=O)N(CC)c3ccccc31)C(C#N)=C(N)O2 (stereo not drawn) was read as STAT3 inh -5, NF-kB expr up 1, RAM inhibit 0.9, STAT3 activator 107, FLuc inhib CS -7, Hsp70 act -0.2, STAT1 act 98, APP 5'UTR act -3, APP transl inh 3 and STAT1 blocker 2.
Screening CC(C)c1cccc(C(C)C)c1NC(=O)c1ccccc1 returned STAT3 inh -4, NF-kB expr up 1.4, RAM inhibit 1.6, STAT3 activator 108, FLuc inhib CS -6, Hsp70 act 0.0, STAT1 act 88, APP 5'UTR act 9, APP transl inh -9 and STAT1 blocker 12.
O=C(CCCSc1nc2ccccc2[nH]1)Nc1nnc(-c2ccccc2)o1 was read as STAT3 inh -6, NF-kB expr up 1.1, RAM inhibit 14*, STAT3 activator 112, FLuc inhib CS 1, Hsp70 act -0.3, STAT1 act 103, APP 5'UTR act 5, APP transl inh -5 and STAT1 blocker -3.
`C/C(=N\N=C\c1ccc(N(C)C)cc1)c1cccc([N+](=O)[O-])c1` gave STAT3 inh 24, NF-kB expr up 2.2, RAM inhibit 2.9, STAT3 activator 82, FLuc inhib CS 11, Hsp70 act 0.1, STAT1 act 125, APP 5'UTR act 27, APP transl inh -27 and STAT1 blocker -27.
`CCN(CC)Cc1ccccc1Sc1ccccc1` gave STAT3 inh 4, NF-kB expr up 1.1, RAM inhibit 2.0, STAT3 activator 98, FLuc inhib CS -8, Hsp70 act -0.1, STAT1 act 98, APP 5'UTR act -17, APP transl inh 17 and STAT1 blocker 2.
`CCc1ccc(OCC(=O)NCCN(C)C)c(Br)c1` gave STAT3 inh -2, NF-kB expr up 1.2, RAM inhibit 0.9, STAT3 activator 104, FLuc inhib CS -5, Hsp70 act 0.1, STAT1 act 106, APP 5'UTR act 5, APP transl inh -5 and STAT1 blocker -7.
Screening COc1c(N2CCN(C(=S)NCc3ccccc3)C(C)C2)c(F)cc2c(=O)c(C(=O)O)cn(C3CC3)c12 (stereo not drawn) returned STAT3 inh -14, NF-kB expr up 0.75, RAM inhibit 7.5, STAT3 activator 112, FLuc inhib CS -11, Hsp70 act -0.2, STAT1 act 96, APP 5'UTR act 14, APP transl inh -14 and STAT1 blocker 4.
Screening CC1C(=O)CCC1(C(=O)O)c1ccccc1 (stereo not drawn) returned STAT3 inh 4, NF-kB expr up 1.2, RAM inhibit 3.1, STAT3 activator 101, FLuc inhib CS -3, Hsp70 act -0.4, STAT1 act 97, APP 5'UTR act -4, APP transl inh 4 and STAT1 blocker 3.

Of the compounds above, these contain two or more sulfur atoms:
For CC(=O)Nc1ccc(S(=O)(=O)Nc2cccc(-c3csc(C)n3)c2)cc1 the results were STAT3 inh 18, RAM inhibit -0.1, STAT3 activator 89, FLuc inhib CS -10, Hsp70 act 0.1, STAT1 act 87, APP 5'UTR act 1, APP transl inh -2 and STAT1 blocker 14.
`Cc1cccc(S(=O)(=O)N/N=c2\sc3ccccc3n2C)c1` gave STAT3 inh -26, NF-kB expr up 1.5, RAM inhibit 5.7, STAT3 activator 129, FLuc inhib CS 2, Hsp70 act 0.4, STAT1 act 105, APP 5'UTR act 18, APP transl inh -18 and STAT1 blocker -8.
For Cc1ccsc1-c1nc(CSCC(=O)NCCN2CCCC2)c(C)o1 the results were STAT3 inh -11, NF-kB expr up 1.4, RAM inhibit 1.3, STAT3 activator 112, FLuc inhib CS -5, Hsp70 act 0.3, STAT1 act 114, APP 5'UTR act 0, APP transl inh 0 and STAT1 blocker -15.

From PubChem BioAssay
